Glioma ERSR ind: ER stress response induction in glioma; U87-MG GRP78 promoter luciferase reporter, 16 h; Potency, µM, for inactives: top-dose activation, hits mostly activators; 420,000 compounds, 0.02% hits; AID 602332; note: potency is the fitted concentration of half-maximal effect; series mostly up to about 76 µM; % of control where 0% means no effect; nearly all actives have a fitted effect of over 35% in size
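Stably transfected U87-MG glioma cells carrying a GRP78-based luciferase sensor; 16 h compound incubation. Luminescence end-point read 10 min after Bright-Glo addition at room temperature.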
D1 potentiator: human D1 dopamine receptor positive modulation | P21728 | HEK293 TREx D1 cells, calcium flux, dopamine EC20 potentiation | potentiation, % at 10 µM | 360,000 compounds, 0.036% hits | AID 504651; in the data active = potentiation above about 30%; note: 0% is about no effect
Target sequence (P21728 whole entry, looked up): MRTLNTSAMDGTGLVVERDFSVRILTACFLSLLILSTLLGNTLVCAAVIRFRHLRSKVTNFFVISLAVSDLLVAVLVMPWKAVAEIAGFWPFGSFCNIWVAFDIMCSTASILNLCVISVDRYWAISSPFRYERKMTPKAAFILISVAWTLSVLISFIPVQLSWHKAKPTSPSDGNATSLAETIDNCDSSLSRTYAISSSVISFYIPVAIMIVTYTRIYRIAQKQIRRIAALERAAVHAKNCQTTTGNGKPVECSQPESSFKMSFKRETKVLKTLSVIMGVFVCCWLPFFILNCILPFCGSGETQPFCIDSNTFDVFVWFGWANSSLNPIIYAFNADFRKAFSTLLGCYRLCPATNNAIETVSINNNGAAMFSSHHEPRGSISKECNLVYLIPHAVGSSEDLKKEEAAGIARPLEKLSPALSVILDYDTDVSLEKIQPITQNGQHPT
LDHA inh: inhibitors of human lactate dehydrogenase A | P00338 | purified LDHA, NADH/diaphorase-resazurin fluorescence; stronger effect = lower value | activity change, % (values are at about 110 or 230 µM) | 480,000 compounds, 0.15% hits | AID 1347041; in the data active = activity change below about -30%; inconclusive = mostly about -25% to -30%;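 note: plate controls were DMSO wells for no effect and wells without enzyme for full effect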
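LDH5 2 nM; NADH 0.06 mM, pyruvate 0.2 mM; 200 mM Tris pH 7.4, EDTA, Tween-20; 5 min RT. Detection: diaphorase 0.133 mg/mL + resazurin 37 µM, fluorescence ex540/em590 at 0 and 20 min; normalized to enzyme-free and DMSO wells.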
Vif-APOBEC3G blk: inhibitors of Vif-APOBEC3G interaction. Q9HC16. HeLa A3G-eYFP + Vif (tagged APOBEC3G with the HIV-1 protein that degrades it), YFP fluorescence, overnight. Potency, µM (top dose mostly 46.1 µM), without a hit: top-dose activity, negative = active, actives largely listed as inhibitors. 410,000 compounds, 0.076% hits. AID 602310;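 note: potency is the fitted concentration of half-maximal effect; % is set by controls: 0 for no effect and ±100 for the full control effect; nearly all actives have a fitted effect of over 60% in size; hits raise eYFP signal because A3G escapes Vif-driven loss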
Target sequence (Q9HC16 whole entry, looked up): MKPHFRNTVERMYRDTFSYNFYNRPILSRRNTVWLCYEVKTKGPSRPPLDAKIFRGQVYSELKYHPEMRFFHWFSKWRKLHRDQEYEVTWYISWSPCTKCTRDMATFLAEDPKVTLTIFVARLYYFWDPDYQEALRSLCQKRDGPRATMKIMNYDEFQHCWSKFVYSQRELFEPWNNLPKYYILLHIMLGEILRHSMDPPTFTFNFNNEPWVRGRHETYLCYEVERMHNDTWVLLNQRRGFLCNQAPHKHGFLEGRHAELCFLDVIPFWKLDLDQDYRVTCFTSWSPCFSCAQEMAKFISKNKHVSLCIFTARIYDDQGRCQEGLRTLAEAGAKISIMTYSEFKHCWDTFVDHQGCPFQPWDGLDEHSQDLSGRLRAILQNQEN
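HeLa cells stably expressing Vif and C-terminally eYFP-tagged A3G, seeded overnight at 37 deg C, then exposed to compound by pintool overnight at 37 deg C. Rise in yellow fluorescence (Ex 488/Em 500-530, Acumen) marks blocked Vif-driven A3G degradation.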
D1 antagonist: blocks dopamine activation of the human D1 receptor. HEK293 TREx D1 cells, calcium flux, dopamine EC80; stronger effect = lower value. activity change, negative = inhibition, % at 10 µM. 360,000 compounds, 3.2% hits. AID 504652; in the data active = activity change below about -30%; note: % is set by controls: 0 for no effect and ±100 for the full control effect
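Antagonism measured as reduced calcium response to an EC80 dopamine addition following 180 s compound pre-read; cells were inducible HEK293 Trex D1 plated overnight at 30 C, read kinetically at 1 cycle/sec.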
Vif-APOBEC3F blk: Vif-A3F binding inhibition; HeLa A3F-eYFP + Vif (tagged APOBEC3F with the HIV-1 protein that degrades it), YFP fluorescence increase; Potency, µM (series often up to 46.1 µM), inactives show at the top dose activity, negative = active; 390,000 compounds, 0.2% hits; AID 602313; note: potency is the fitted concentration of half-maximal effect; % of control where 0% means no effect; nearly all actives have a fitted effect of over 65% in size
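HeLa cells stably expressing A3F-eYFP plus Vif, plated and incubated overnight at 37 deg C, then exposed to compounds overnight at 37 deg C. Blocked degradation read as raised yellow fluorescence (Ex 488/Em 500-530).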
D1 ag: agonists of human D1 dopamine receptor; 360,000 compounds, 1% hits; P21728; AID 504660; HEK293 T-REx D1 cells, calcium flux, agonist mode; activation, % at 2 µM; in the data active = activation above about 30%; note: 0% is about no effect
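Tetracycline-induced HEK293 TREx D1 cells, force-coupled to calcium signalling, were dye-loaded with a no-wash calcium kit. Compound was pin-added after a 10 s baseline. Fluorescence was read kinetically at 1 cycle/s for 180 s, with calcium rises flagged as agonism.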
D2 PAM: D2 dopamine receptor (human) potentiation; potentiation, % at 10 µM; P14416; 340,000 compounds, 0.34% hits; HEK293 T-REx D2, calcium flux, EC20 dopamine potentiation;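 active = potentiation over 3 SD above the plate norm, cut at about 30% in these data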; note: 0% is about no effect
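Using a no-wash calcium dye in inducible, force-coupled HEK293 Trex cells expressing D2, we tracked fluorescence each second for 180 s after compound, then for 180 s after EC20 dopamine to detect augmented signalling.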
RXFP1 ag: agonists of human relaxin receptor RXFP1. Q9HBX9. HEK293T-RXFP1 cAMP TR-FRET, 30 min; response scale: percent of porcine relaxin response, buffer zero. Potency, µM (titrated, usually from 57.5 µM), inactives show at the highest dose activation, most hits filed as activators. 370,000 compounds, 0.3% hits; note: potency is the fitted concentration of half-maximal effect; % is set by controls: 0 for no effect and ±100 for the full control effect; nearly all actives have a fitted effect of over 60% in size; many of its hits are not listed in these tables
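HEK293 cells stably expressing RXFP1, treated 30 min at 37C with compounds plus PDE4 inhibitor Ro 20174; cAMP measured by HTRF TR-FRET. Normalized to buffer and 29 nM porcine relaxin; EC50 by Hill fit.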
An asterisk follows results filed as active; ? = inconclusive; nt = not tested or not shown; & = joins results of further samples. Unless noted, calls come from the whole dose curve; as a rule, active = well fitted curve in the direction sought with a large enough effect; inconclusive = small, poorly fitted or top-dose-only effect, or another doubt; inactive = no such curve, though single readings can be large; an effect the other way counts as inactive or inconclusive. These rows are one share of the data (hit frequency here may not be typical).

SMILES	Glioma ERSR ind	D1 potentiator	LDHA inh	Vif-APOBEC3G blk	D1 antagonist	Vif-APOBEC3F blk	D1 ag	D2 PAM	RXFP1 ag
COc1ccccc1NC(=S)NC1CCCC1	-2%	nt	-5	0%	nt	-2%	nt	nt	nt
O=C(CN(Cc1ccc(Cl)cc1)S(=O)(=O)c1ccccc1)NCC1CCCO1 (stereo not drawn)	-4%	0	0	1%	2	0%	1	9	3.6%
COc1ccc(CNC(=O)C2(CC3CC(c4ccccc4)=NO3)CCN(C(=O)C3(C)CC3)CC2)cc1 (stereo not drawn)	-1%	nt	-8	-2%	nt	4%	nt	nt	nt
COc1ccc(-c2csc(NC(=O)c3ccc(OCC(=O)N4CCOCC4)c(OC)c3)n2)cc1OC	-7%	-3	-3	-12%	7	1%	1	24	0.3%
NS(=O)(=O)c1ccc(CCNC(=O)CSc2nc3ccccc3c(=O)n2CC2CCCO2)cc1 (stereo not drawn)	-2%	-3	-2	-4%	-4	0%	5	-5	-0.3%
N#Cc1ccc(C23CC4(C2)[C@H](CN(P(=O)(c2ccccc2)c2ccccc2)[C@@H]4c2ccccc2)C3c2ccc(Cl)nc2)cc1 (stereo partly drawn)	-3%	-1	-1	-5%	5	0%	7	-4	-4.2%
Cn1c(-c2ccccc2)cnc1SCc1nc2ccccc2c(=O)[nH]1	3%	-2	-1	0%	9	5%	1	12	-0.6%
CSc1ccc(/C=C/C(=O)OCC(=O)NC2CCCCCC2)cc1	-3%	nt	-2	2%	nt	4%	nt	nt	nt
O=C(Nc1nnc(-c2ccccn2)o1)c1ccc(Br)cc1	0%	-5	0	1%	-10	4%	2	10	-1.5%
Cc1cccc(OCCCC(=O)Nc2ccc(S(=O)(=O)N3CCCC3)cc2)c1	-6%	7	0	5%	4	-1%	1	10	-0.8%
O=C(Nc1nnc(S(=O)(=O)N2CCc3ccccc32)s1)c1ccccc1	-1%	-1	-7	-5%	8	-10%	0	-7	3.8%
CC1Cc2ccccc2N1C(=O)CSc1nnc2c(n1)[nH]c1ccc(F)cc12 (stereo not drawn)	-2%	-5	-5	0%	1	nt	0	-9	3.1%
Cn1cccc1C(=O)OCC(=O)N1CCN(c2ccccc2)CC1	1%	nt	-6	3%	nt	2%	nt	nt	nt
Cc1cc(F)cc(C)c1Cn1cnc2c(cnn2C(C)(C)C)c1=O	-4%	nt	3	2%	nt	2%	nt	nt	nt
COc1ccc(OC)c(NC=C2C(=O)OC3(CCCCC3)OC2=O)c1	-3%	2	6	1%	4	5%	1	19	0.4%
COc1cc(OC)c2c(-c3cccc(/C=C/c4ccc(F)cc4)c3)cc(=O)oc2c1	0%&-2%	nt	-1	-16%	nt	3%	nt	nt	nt
Cc1ccc2oc(C(=O)N3CCC(c4nc5ccccc5s4)CC3)c(C)c2c1	-4%	4	-6	1%	6	2%	6	7	-1.7%
COc1ccc(NC(=S)NC2CCCCC2)cn1	1%	-1	-10	2%	-8	3%	2	5	1.4%
CCCCCOCC(O)CCC(=O)NN (stereo not drawn)	-5%	-3	-6	-7%	2	nt	2	-10	-1.7%
COCCn1c(=O)c2c(nc3n2CCCN3Cc2ccccc2)n(C)c1=O	-5%	1	2	0%	-16	-15%	3	5	0.5%
CS(=O)(=O)c1ccc(Cl)c(NC(=O)CSc2nnc(C3CC3)n2C2CC2)c1	-5%	nt	0	-6%	-14	3%	4	-17	2.4%
O=C(NCC(=O)N1CCN(S(=O)(=O)c2ccccc2F)CC1)c1ccc2c(c1)OCO2	0%	-1	-2	-4%	1	7%	4	20	1.4%
O=C(O)CSC1CC(=O)N(c2ccc(Br)cc2)C1=O (stereo not drawn)	-6%	-5	-1	0%	-4	1%	9	-6	-3.0%
Cc1ccc(S(=O)(=O)N(Cc2cccc(Cl)c2)C(=O)N2CCN(C)CC2)cc1	-2%	4	-2	-1%	5	-6%	-1	-8	-1.2%
Cc1[nH]nc(N2CCCCC2)c1[N+](=O)[O-]	-4%	-8	-6	-2%	3	nt	0	6	0.8%
COc1ccc(Cl)cc1NC(=O)CC(=O)Nc1cc(Cl)ccc1OC	-4%	nt	-4	-11%	-24	-17%	7	nt	-0.7%
O=C(COc1cccnc1[N+](=O)[O-])Nc1ccc2c(c1)OC(F)(F)O2	-3%	-8	-6	1%	7	-10%	2	0	3.5%
CC1Cc2ccccc2N1C(=O)COC(=O)CSc1ccc(F)cc1 (stereo not drawn)	-4%	3	-3	1%	-13	-2%	12	6	2.2%
Cc1cccc2cc(C(c3nnnn3C3CCCC3)N3CCOCC3)c(=O)[nH]c12 (stereo not drawn)	-4%	-6	-3	1%	-4	-1%	2	0	0.3%
COc1ccc(C2=NC(c3ccccc3)CO2)cc1 (stereo not drawn)	nt	-4	nt	nt	3	nt	0	-4	0.8%

Next part; the last 2 above are carried over.
SMILES	Glioma ERSR ind	D1 potentiator	LDHA inh	Vif-APOBEC3G blk	D1 antagonist	Vif-APOBEC3F blk	D1 ag	D2 PAM	RXFP1 ag
Cc1cccc2cc(C(c3nnnn3C3CCCC3)N3CCOCC3)c(=O)[nH]c12 (stereo not drawn)	-4%	-6	-3	1%	-4	-1%	2	0	0.3%
COc1ccc(C2=NC(c3ccccc3)CO2)cc1 (stereo not drawn)	nt	-4	nt	nt	3	nt	0	-4	0.8%
CCOc1ccc(CNCc2c(C(=O)O)n(Cc3ccccc3F)c3cc(OC)ccc23)cc1	-4%	-4	3	3%	2	-2%	0	-19	19%
O=C(O)c1ccc(NC(=O)c2cn(-c3ccccc3)nc2-c2ccc(Br)cc2)cc1	18%&4%	-2&0	-1&-5	2%&3%	0&-4	3%&2%	1&-2	-6&-3	1.7%&1.4%
COc1cc(NC(=O)c2cnc(NCc3ccccc3)nc2C)cc(OC)c1OC	-3%	-2	3	-16%	-26	0%	3	4	3.6%
O=C(Nc1sc2c(c1C(=O)NCC1CCCO1)CCCC2)c1cc(=O)c2ccccc2o1 (stereo not drawn)	-5%	1	-10	0%	5	-4%	-1	-7	0.5%
c1csc(-c2cnc3n2CCCC3)c1	-2%	-8	-6	1%	-12	5%	2	-4	-1.1%
Cc1cc(Cl)ccc1C(=O)C1CCCN(C(=O)c2cccnc2C)C1 (stereo not drawn)	-5%	-5	-9	1%	-19	-15%	4	2	-2.3%
O=C1COc2ccc(C(=O)c3ccccc3)cc2CN1	2%	0	-7	0%	2	-7%	2	-4	0.7%
Cc1c(NC(=O)Nc2cccc(C(F)(F)F)c2)c(=O)n(-c2ccccc2)n1C	-5%	2	-5	-1%	-1	4%	3	1	0.8%
O=C(COC(=O)C1CC(=O)N(Cc2ccccc2)C1)c1ccc(F)cc1 (stereo not drawn)	0%	-1	1	-2%	9	-1%	1	16	3.7%
CC(C)[C@@H](C(=O)OCC(=O)Nc1ccc2c(c1)OCO2)N1C(=O)c2ccccc2C1=O	-4%	-7	-1	5%	-26	-3%	2	1	-1.1%
COc1cc(C2c3c([nH]c(=O)[nH]c3=O)Nc3ccc4ccccc4c32)cc(OC)c1OC (stereo not drawn)	-2%	0	-4	-12%	-10	-20%	2	23	1.3%
CCOC(=O)c1cccc(NC(=O)c2ccc3nc(CCc4ccccc4)oc3c2)c1	-2%	-2	1	-2%	-15	-8%	17	-6	-0.1%
CN(C(=O)c1ccccc1Br)C1CCS(=O)(=O)C1 (stereo not drawn)	-1%	0	-3	-2%	2	8%	1	-3	-0.1%
COCCN(C(=O)c1snc(C(N)=O)c1N)C(C(=O)NC1CCCC1)c1cc(OC)c(OC)c(OC)c1 (stereo not drawn)	-5%	-4	-6	1%	3	1%	1	-3	2.3%
CCN(C(=O)CSc1nnc2nc(C)cc(C)n12)c1ccccc1	-3%	8	-3	0%	1	0%	2	0	1.8%
O=C(O)c1c(-c2ccccc2)nnc2ccccc12	4%	-3	0	-7%	-1	1%	4	-3	-0.9%
CC(C)COc1ccc(C(=O)NNC(=O)CCC(=O)c2cccs2)cc1	-1%	nt	-17	4%	nt	-2%	nt	nt	nt
Cc1cc(C)c2c(n1)nn1c(NCCCN(C)C)cc(C)nc21	-6%	-4	6	3%	1	-4%	0	34*	6.2%
CC(C)N1CCc2c(sc(NC(=S)NC(=O)c3ccccc3)c2C#N)C1	-6%	-3	1	?	-26	?	26	1	0.6%
CC(=O)Nc1cc(NC(C)=O)cc(C(=O)OCC(=O)N(c2ccccc2)C2CCS(=O)(=O)C2)c1 (stereo not drawn)	-1%	-7	7	4%	7	-20%	0	nt	0.1%
CCN(CCO)C(=S)Nc1cc(S(=O)(=O)N(C)C)ccc1C	-1%	9	-2	3%	-5	5%	4	-24	1.2%
CCCCOc1ccc(C2NC(=O)NC(C)=C2C(C)=O)cc1OCC (stereo not drawn)	1%	-1	-2	2%	8	?	0	-6	2.0%
COc1ccccc1C(=O)NC(=O)COC(=O)c1ccc(Cl)cc1[N+](=O)[O-]	-4%	-2	-4	-6%	8	-1%	1	16	-1.7%
COc1ccc(C(=O)N/C(=C\c2cccc([N+](=O)[O-])c2)C(=O)Nc2cccc(C(=O)O)c2)cc1	2%	2	-3	3%	12	5%	5	7	-0.8%
COc1cc(C2Sc3ccccc3NC3=C2C(=O)OC3)cc(OC)c1OC (stereo not drawn)	3%	-3	-12	?	2	-7%	1	13	0.1%
Nc1nc(Nc2cccc(Cl)c2)sc1C(=O)c1ccc(F)cc1	-9%	-5	0&-7	5%	-37*	-16%	-2	22	0.2%
COCCCNC(=O)c1ccc([N+](=O)[O-])cc1	-2%	-4	-1	1%	4	-19%	3	6	-0.6%
COc1cc(C(=O)Nc2cc(C)c(O)c(-c3nc4cc(Cl)ccc4o3)c2)cc(OC)c1OC	-1%	-1	-12	0%	-8	-3%	-1	1	-1.5%

High-throughput results as filed in PubChem.
